V1R ag counter = activates human V1a receptor in oxytocin agonist counter-screen; P37288; hit rate 0.25% among 320,000; CHO-V1R cells, Fluo-8 calcium fluorescence, agonist mode; 0% DMSO, 100% 3 nM vasopressin; activation, % at 3 µM;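 active means activation above the mean activation of all tested compounds plus 3 SD, per screening run, cut at about 20% in these data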;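 further: signal is peak over basal fluorescence ratio across a 100 second FLIPR read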
Target sequence (P37288 whole entry, looked up): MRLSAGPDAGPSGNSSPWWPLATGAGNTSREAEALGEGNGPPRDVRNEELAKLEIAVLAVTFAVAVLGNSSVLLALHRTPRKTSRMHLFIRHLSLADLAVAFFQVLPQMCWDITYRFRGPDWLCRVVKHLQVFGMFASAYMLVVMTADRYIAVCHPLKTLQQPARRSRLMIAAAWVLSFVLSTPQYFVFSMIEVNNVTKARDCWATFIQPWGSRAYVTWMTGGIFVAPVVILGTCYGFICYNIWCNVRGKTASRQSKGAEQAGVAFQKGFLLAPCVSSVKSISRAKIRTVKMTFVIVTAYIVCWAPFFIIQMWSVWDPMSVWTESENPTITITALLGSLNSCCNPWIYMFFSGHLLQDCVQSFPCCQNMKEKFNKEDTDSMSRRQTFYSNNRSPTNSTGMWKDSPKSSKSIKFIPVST
OXTR ag = agonists of human oxytocin receptor; P30559; CHO-OTR cells, Fluo-8 calcium fluorescence; normalized: DMSO 0%, oxytocin 100%; activation, % at 3 µM; hit rate 0.32% among 320,000; AID 2435;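 active means activation above the mean of all tested compounds plus 3 SD, cutoff set per screening run, cut at about 20% in these data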;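 further: peak over basal fluorescence ratio from a 100 s FLIPR kinetic read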
Target sequence (P30559 whole entry, looked up): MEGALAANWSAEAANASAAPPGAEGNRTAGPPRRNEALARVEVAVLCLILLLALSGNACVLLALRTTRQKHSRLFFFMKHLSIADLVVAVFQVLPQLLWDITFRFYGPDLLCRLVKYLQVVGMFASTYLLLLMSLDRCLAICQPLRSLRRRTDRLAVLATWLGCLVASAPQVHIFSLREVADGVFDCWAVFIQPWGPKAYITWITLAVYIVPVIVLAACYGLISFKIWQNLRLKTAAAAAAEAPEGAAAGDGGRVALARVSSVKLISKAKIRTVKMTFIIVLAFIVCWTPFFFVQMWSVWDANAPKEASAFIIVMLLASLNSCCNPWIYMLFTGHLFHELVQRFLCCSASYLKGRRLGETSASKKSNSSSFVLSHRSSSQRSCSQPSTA
CHRM1 PAM = positive allosteric modulators of human M1 muscarinic receptor; activation, % at 3 µM; P11229; AID 588819; CHO-K1 hM1, Fluo-8 calcium fluorescence, ACh EC20; 0% = ACh EC20, 100% = maximal ACh; hit rate 0.088% among 360,000; in the data active means activation above about 19%, passing the limit was not always enough
CHO parental Ca = counter-screen: ATP calcium response change in parental CHO cells; inhibition, % at 5.6 µM; parental CHO-K1, ATP-induced calcium, Fluo-8 fluorescence; hit rate 0.63% among 330,000;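 active means inhibition above that plate's mean sample inhibition plus 3 SD, cut at about 26% in these data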;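 further: 0% = ATP-challenged DMSO wells and 100% = DMSO wells without ATP; some compounds past the cut are filed as inactive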
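Test system: parental CHO cells; detection: calcium-sensitive Fluo-8 fluorescence; evaluation: percent inhibition of calcium signal; also added: ATP as calcium-mobilizing challenge; repeats: one well per compound; control set: ATP-challenged DMSO wells low, unchallenged DMSO wells high; compound: single nominal dose of 5.6 µM per compound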
CHRM1 antagonist = blocks human M1 muscarinic receptor. CHO-K1 hM1, Fluo-8 calcium fluorescence, ACh EC80 antagonist. inhibition, % at 3 µM. hit rate 1.3% among 360,000. AID 588852;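 active means percent inhibition above its own plate's cutoff, namely the mean of that plate's compound wells plus 3 SD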;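 further: peak over basal fluorescence ratio during 140 s after agonist addition; 0% = ACh EC80 plus DMSO and 100% = DMSO alone without agonist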
OXTR potentiate = human OXTR potentiation | activation, % at 3 µM | hit rate 0.061% among 320,000 | P30559 | CHO-OTR cells, Fluo-8 calcium fluorescence, potentiator mode; 0% = oxytocin EC15, 100% = EC100 | AID 2445;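 active means activation above that plate's cutoff, the mean activation of tested compounds plus 3 SD, cut at about 6.6% in these data, passing the limit was not always enough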;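 further: 100% uses oxytocin at 75 nM as the full agonist control; some results filed as inactive read as strong as hits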
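Material: human OTR in CHO cells. Compound: 3.0 µM, one dose. Timing: compound 6 min at room temperature before oxytocin, 100 s read. Evaluation: % activation of max/min ratio relative to oxytocin controls. Replication: single well per compound, singlicate. Signal: Fluo-8 calcium dye fluorescence.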
TAAR1 antag = antagonists of human TAAR1 | Q96RJ0 | CHO RD-HGA16 TAAR1, Fluo-8 calcium fluorescence, antagonist | inhibition, % at 3 µM | hit rate 1.5% among 360,000;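 active means inhibition above a per-plate cutoff, the mean inhibition of test compounds on that plate plus 3 SD, cut at about 49% in these data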;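 further: 0% = DMSO plus EC80 beta-PEA response and 100% = DMSO alone without agonist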
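Assay system: CHO-derived RD-HGA16 cells stably expressing human TAAR1 plus Gα16. Timing: 140 s kinetic read after compound, 140 s after agonist. Technique: kinetic Fluo-8 calcium fluorescence measurement. Measure: % inhibition of agonist calcium response.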
TAAR1 ag = agonists of human TAAR1; Q96RJ0; CHO RD-HGA16 TAAR1, Fluo-8 calcium fluorescence; vehicle wells 0%, saturating PEA agonist 100%; activation, % at 3 µM; hit rate 0.99% among 360,000; AID 624467;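 active means activation above the mean activation of all test compounds in the run plus 3 SD, cut at about 38% in these data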
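System: CHO-derived RD-HGA16 cells with stable Gα16 and human TAAR1. Times: 17-24 h plating, Fluo-8 75 min 37 °C, 30 min RT. Measured by: calcium-sensitive Fluo-8 signal, excitation 470-495, emission 515-575 nm. Read-out basis: % activation relative to PEA EC100 response. Control set: DMSO and PEA EC100. Repeats: no replicates (n 1).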
CHRM1 agonist = activates human CHRM1 receptor; activation, % at 3 µM; CHO-K1 hM1, Fluo-8 calcium fluorescence, agonist mode; 0% DMSO, 100% acetylcholine EC100; hit rate 0.33% among 360,000; P11229;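 active means activation above the run's mean compound activation plus 3 SD, cut at about 16% in these data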;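 further: peak over basal fluorescence ratio within a 140 s kinetic read after compound addition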
* marks the source's active call; other numbers are inactive results; x = no result given.

SMILES	V1R ag counter	OXTR ag	CHRM1 PAM	CHO parental Ca	CHRM1 antagonist	OXTR potentiate	TAAR1 antag	TAAR1 ag	CHRM1 agonist
OC(c1ccccn1)(c1ccccn1)c1ccccn1	0.7	1.1	8.0	2.4	-10.6	-3.0	15.4	33.1	-3.8
CCOC(=O)c1sc(NC(=O)CC)nc1C	0.0	-0.7	8.0	-2.9	-5.2	-0.3	3.1	-0.5	-6.5
COc1ccc(C2(C)NC(=O)N(Cc3cc(Cl)cc4c3OCOC4)C2=O)cc1OC (configuration not stated)	1.4	-0.2	3.3	-14.4	-5.8	-10.7	-1.5	11.8	-1.6
CCCCn1c(N)c(N(CC(C)C)C(=O)CC2CCCC2)c(=O)[nH]c1=O	-0.8	-0.9	5.4	-23.7	-10.8	-1.7	-9.0	-0.2	-3.3
CN(C)c1ccc(CC(=O)N2CCCC(c3cc(C(=O)Nc4ccc(C(C)(C)C)cc4)no3)C2)cc1 (configuration not stated)	x	x	-11.0	x	28.6*	x	55.5*	1.6	3.2
CC1=C(C(=O)Nc2ccccc2)C(c2cccnc2)n2nc(-c3cccnc3)nc2N1 (configuration not stated)	0.6	0.5	6.5	-8.3	-10.4	-6.1	-5.3	8.6	-3.1
C/C(=N\NC(=O)c1nn(C)c(C)c1Br)c1ccc(NC(=O)C2CCCC2)cc1	x	x	-4.7	x	2.2	x	-22.9	2.7	-0.4
COc1cc2c(cc1OC)C(c1ccccc1N)=NCC2	-0.6	0.0	-6.5	5.1	1.7	-9.8	-8.3	0.6	-8.6
O=C(Nc1ccc(S(=O)(=O)N2CCOCC2)cc1)c1ccccc1Br	3.2	3.6	5.1	-2.8	-6.9	-6.3	7.4	1.3	-4.3
Cc1ccc(NC(=O)/C(C#N)=C/c2cn(CC(=O)NCc3ccco3)c3ccccc23)cc1C	2.6	1.9	5.3	-0.4	-4.6	3.2	-13.6	1.2	-4.5
Oc1[nH]c2ccccc2c1C1=NCCCC1	0.0	-0.9	-4.6	-7.6	8.2	-17.7	-0.3	7.5	-5.1
O=C(Nc1ccccc1)c1cccc(S(=O)(=O)N2CCCCC2)c1	0.5	0.3	3.8	-11.1	-7.2	0.8	1.5	4.7	-5.9
Cc1ccc(S(=O)(=O)N2C[C@H]3C(=O)C[C@@H]4C(=O)N(c5ccccc5)C(=O)[C@@H]4[C@@H]3C[C@@H]2c2ccccc2)cc1	x	x	4.3	x	-30.7	x	-11.1	0.7	-0.6
CC(=O)/C(C[N+]1(C)CCCCC1)=N\O	-0.8	0.2	-5.1	3.8	6.0	-0.9	11.0	2.9	-6.7
COc1cc(CNCCc2ccccc2)ccc1OCC(N)=O	0.6	-0.2	-0.5	-1.2	-2.3	-2.7	3.1	3.0	-8.0
Cc1ccc(S(=O)(=O)NNC(=O)c2ccccc2-n2cccc2)cc1	0.8	-0.3	10.7	0.8	-8.4	-3.9	17.0	-0.4	0.0
COc1cc(/C=N/NC(=O)c2ccc(CSc3nncn3C)cc2)ccc1OCC(=O)N1CC(C)OC(C)C1 (configuration not stated)	-0.4	-0.2	12.3	-11.6	-5.5	-5.5	-4.0	0.1	-1.2
O=C1CC(NNc2ccccc2)C(=O)N1c1ccc(N2CCCCC2)cc1 (configuration not stated)	x	x	-0.1	x	9.4	x	25.4	4.6	-1.5
CN(C)/C(=N\S(=O)(=O)c1ccc(F)cc1)c1ccccc1	1.2	0.9	1.6	0.1	1.2	-9.0	-1.5	1.9	-4.5
COc1cccc(CNC(=O)c2cc(C3CC3)nc3c2cnn3C(C)C)c1	1.2	-1.3	-5.7	-24.4	3.2	0.6	47.5	8.5	-5.2
COc1ccc(/C=N/N2CCN(C)CC2)c(OC)c1OC	-0.1	-1.6	5.3	-9.1	-2.4	-4.9	5.1	9.8	-2.5
CCCCOc1ccc(C(=O)N/C(=C\c2cccc([N+](=O)[O-])c2)C(=O)OCCC)cc1	0.5	-0.5	4.1	-17.9	-13.1	-7.3	3.3	3.3	-3.8
CNC[C@H](CC1CCCCC1)NC[C@H](CO)NCCc1cccc(C(F)(F)F)c1	6.3	12.2	0.9	-5.5	2.0	-0.3	1.6	15.2	-7.8
CC(=O)N1CCC(CCCC2CCN(C(C)=O)CC2)CC1	0.2	1.2	2.6	-11.0	3.1	-7.0	12.8	6.8	-5.8

One compound at a time, from the list above. Values in the order: V1R ag counter	OXTR ag	CHRM1 PAM	CHO parental Ca	CHRM1 antagonist	OXTR potentiate	TAAR1 antag	TAAR1 ag	CHRM1 agonist
CC(=O)N1CCC(CCCC2CCN(C(C)=O)CC2)CC1 is listed with 0.2	1.2	2.6	-11.0	3.1	-7.0	12.8	6.8	-5.8
CC(=O)/C(C[N+]1(C)CCCCC1)=N\O is listed with -0.8	0.2	-5.1	3.8	6.0	-0.9	11.0	2.9	-6.7

Later entries:
SMILES	V1R ag counter	OXTR ag	CHRM1 PAM	CHO parental Ca	CHRM1 antagonist	OXTR potentiate	TAAR1 antag	TAAR1 ag	CHRM1 agonist
C[C@H](CO)N1C[C@H](C)[C@@H](CN(C)Cc2ccccc2)OCCCC[C@H](C)Oc2ccc(N(C)C)cc2C1=O	x	x	-7.7	x	-2.6	x	-11.6	0.2	-5.0
CCOc1cc(/C=C/C(=O)O)ccc1OCCOc1ccccc1	1.1	1.6	10.2	-9.5	-10.5	-1.2	9.4	1.1	-0.5
CCCN1CCC(N(CCc2ccccc2)Cc2ccccc2)CC1	0.6	1.2	-3.4	-12.8	-3.3	-9.9	0.7	2.3	-8.5
O=C1NCCO1	0.8	0.2	-0.9	-7.3	-15.4	-3.3	-4.4	2.2	-2.6
CCOC(=O)c1c(C)[nH]c(C(=O)OCC(=O)N2CCN(S(=O)(=O)c3ccccc3)CC2)c1C	0.1	-0.1	11.0	-20.5	-8.3	-3.7	2.7	5.0	0.6
COCCCn1c(C)nnc1SCC(=O)NNC(=O)COc1ccc(Cl)cc1	0.5	0.4	8.0	-5.2	1.6	-6.4	-10.2	4.5	-3.2
C1N2CN3CN1CN(C2)C3	0.0	0.3	-28.5	-2.5	-23.5	-6.4	-16.0	4.0	-6.8
Cc1cc(C(=O)N/N=C/c2ccc3c(c2)OCO3)c2ccccc2n1	1.3	1.4	16.2	-13.0	-17.5	-8.2	7.0	14.7	-3.0
CC(=O)Nc1ccc(NC(=O)CN2C(=O)COc3ccc(S(=O)(=O)N4CCOCC4)cc32)cc1	-0.2	1.6	8.4	-0.4	-10.8	-1.2	-19.5	1.3	-2.9
CC1=C(C(=O)Nc2ccc(C)cc2C)C(c2ccc(Cl)cc2)n2nc(C(=O)OC(C)C)nc2N1 (configuration not stated)	0.5	0.0	-7.1	-6.0	7.8	-3.8	-15.5	0.6	-6.8
Clc1ccccc1-c1nc(-c2cccnc2)no1	0.3	0.7	-3.4	-13.6	-10.8	0.6	-3.2	3.3	-3.3
CC(c1ccccc1)n1c(S(=O)(=O)O)nc2ccccc21 (configuration not stated)	-0.8	0.7	-4.1	-1.1	12.3	-7.5	16.3	2.9	-1.4
O=C(COc1ccc(S(=O)(=O)NC2CCCCC2)cc1)NC1CC1	1.4	0.2	15.7	9.2	-13.4	-11.5	-11.9	3.6	1.5
O=C(NCc1cccs1)Nc1cccc(Cl)c1	1.7	0.0	9.8	-8.5	-25.6	-9.3	8.8	7.8	2.7
CC(=O)Nc1nonc1NC(=O)CSc1ccccn1	1.6	1.0	9.1	-0.5	-0.5	-1.6	10.7	2.5	-0.8
CC(=O)C1C(c2cccc(F)c2)NC(=O)NC1(O)C(F)(F)F (configuration not stated)	0.0	1.0	1.9	4.5	-4.4	-12.3	-5.0	3.7	-4.7
COc1ccc(CC(=O)NC2CCCCCC2)c(OC)c1	-0.6	-0.4	5.2	-16.7	-5.1	-11.3	-9.3	1.9	-6.2
C/C(=C1/C(=O)N(c2ccc([N+](=O)[O-])cc2)N=C1c1ccccc1)N(C)C	62.4*	54.1*	x	20.2	x	-12.9	x	x	x
Cc1cc(NCC(C)C)n2ncnc2n1	0.1	-0.8	12.9	13.8	-14.9	-16.5	-11.5	10.3	-1.3
O=C(O)CSc1nc2ccccc2n1-c1ccccc1	0.9	-0.3	12.5	-3.8	-13.8	-0.9	-18.8	3.6	-4.2
O=C(O)c1csc(N/N=C/c2ccc(Br)cc2)n1	x	x	6.9	x	-5.7	x	-3.5	6.1	-5.2
CCCCCCCCCCOC(=O)c1csc2nnsc12	2.7	0.8	2.5	2.7	-1.1	-4.2	2.2	4.2	-3.7
O=C(NCC1CCCO1)c1cc(S(=O)(=O)Nc2ccc(Br)cc2)ccc1Cl (configuration not stated)	4.5	9.8	-3.6	-2.5	-3.1	-24.1	14.2	6.2	1.2
CC1=NN(C(=O)Cc2ccc(C)cc2)C(O)(c2cccnc2)C1 (configuration not stated)	0.1	0.0	9.2	-17.3	-10.1	-11.3	6.1	5.8	-1.1
CCOc1cc2c(cc1OCC)CN(C(=O)c1cccc(S(=O)(=O)N3CCCC3)c1)CC2	-0.5	-0.7	-1.7	-24.8	3.8	4.9	-15.5	-0.4	-7.6
CC(C)(C)OC(=O)N1CC(O)CC1C(=O)OCC(=O)c1ccc(Cl)cc1 (configuration not stated)	-0.1	-0.6	5.5	-19.1	-8.7	-1.2	1.0	2.7	-4.5
CC(C)Cn1c(N)c(C(=O)COC(=O)c2ccc(O)cc2)c(=O)n(C)c1=O	2.7	4.9	6.6	1.5	-3.9	-12.5	9.8	3.9	-1.5
CC(=O)c1sc(NC(=O)CCS(=O)(=O)c2ccc(Cl)cc2)nc1C	-0.4	-0.8	1.1	-17.7	-4.4	-2.9	-4.9	-0.4	-5.8
Cc1ccn2c(Nc3ccc4c(c3)OCO4)c(-c3ccc(O)cc3)nc2c1	-1.3	-0.1	4.0	-18.4	-7.2	-3.7	25.0	1.4	-2.4
CC(=NCCc1c(C)[nH]c2ccc(OCc3ccccc3)cc12)C1=C(O)CC(c2ccccc2)CC1=O (configuration not stated)	0.4	1.4	7.9	-8.3	-12.3	-2.0	7.8	-0.8	-5.2
Nc1nc(NCC2CCCO2)nc(NCC2CCCO2)c1[N+](=O)[O-] (configuration not stated)	0.0	-1.0	1.2	-9.9	-5.4	-3.0	13.6	3.2	-7.1
COCCn1c(C)nnc1SCC(=O)Nc1ccccc1[N+](=O)[O-]	0.2	-0.2	6.6	-6.2	-4.5	-7.7	12.2	-0.6	-13.2

High-throughput results deposited in PubChem BioAssay by The Scripps Research Institute Molecular Screening Center.
